# Source: PubChem (National Center for Advancing Translational Sciences (NCATS))
# GLP1R inv ag – inverse agonists of human GLP-1 receptor. P43220. HEK293 GLP-1R CRE-luciferase, luminescence, 24 h; GLP-1R form is constitutively active. Potency, µM (doses to about 38.3 µM), without a hit: at the highest dose activity change, negative = inhibition, hits mostly inhibitors. 410,000 compounds, 1.6% hits; note: potency is the fitted concentration of half-maximal effect; % is set by controls: 0 for no effect and ±100 for the full control effect; nearly all actives have a fitted effect of over 55% in size
#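 Inverse agonists were sought by their lowering of basal cAMP reporter luciferase output in HEK293 cells stably carrying constitutively active human GLP-1R, after 24 h compound treatment.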
# EPAC1 antag – blocks human EPAC1 exchange factor | O95398 | EPAC1 GEF assay, Rap1b-BODIPY-GDP exchange fluorescence | Potency, µM (highest dose often 115 µM), for inactives: at the highest dose activity change, negative = inhibition, most hits filed as inhibitors | 360,000 compounds, 0.14% hits | AID 720709;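 note: potency is the fitted concentration of half-maximal effect; plate controls were vehicle for no effect and positive control for full effect; nearly all actives have a fitted effect of over 50% in size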
# IL-2 act – activators of IL-2. IL-2 activation reporter assay, cell-based qHTS; stimulated with anti-CD3/CD4/CD28 beads; in transgenic mouse T cells. activation, % (series mostly up to about 46 µM). 360,000 compounds, 0.065% hits; in the data active = activation above about 50%; inconclusive = mostly about 30% to 49%; note: 0% is about no effect
#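 EGFP and DsRed fluorescence is measured by plate cytometry in unstimulated transgenic mouse T cells exposed to compound for 60 minutes, then stimulated 18 hours at 37 degrees C with anti-CD3/anti-CD4 beads plus anti-CD28.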
# PTHR1 ag – agonists of human PTHR1 parathyroid hormone receptor | AID 743266 | HEK293 GP2 PTHR1 cells, GloSensor cAMP luminescence, 1 h | Q03431 | Potency, µM (highest dose often 115 µM), inactives show top-dose activation, actives largely listed as activators | 410,000 compounds, 0.075% hits; note: potency is the fitted concentration of half-maximal effect; nearly all actives have a fitted effect of over 55% in size; some results filed as inactive show a strong effect at the top dose; inactives centre near -15; many of its hits are not listed in these tables
# Target sequence (Q03431 whole entry, looked up): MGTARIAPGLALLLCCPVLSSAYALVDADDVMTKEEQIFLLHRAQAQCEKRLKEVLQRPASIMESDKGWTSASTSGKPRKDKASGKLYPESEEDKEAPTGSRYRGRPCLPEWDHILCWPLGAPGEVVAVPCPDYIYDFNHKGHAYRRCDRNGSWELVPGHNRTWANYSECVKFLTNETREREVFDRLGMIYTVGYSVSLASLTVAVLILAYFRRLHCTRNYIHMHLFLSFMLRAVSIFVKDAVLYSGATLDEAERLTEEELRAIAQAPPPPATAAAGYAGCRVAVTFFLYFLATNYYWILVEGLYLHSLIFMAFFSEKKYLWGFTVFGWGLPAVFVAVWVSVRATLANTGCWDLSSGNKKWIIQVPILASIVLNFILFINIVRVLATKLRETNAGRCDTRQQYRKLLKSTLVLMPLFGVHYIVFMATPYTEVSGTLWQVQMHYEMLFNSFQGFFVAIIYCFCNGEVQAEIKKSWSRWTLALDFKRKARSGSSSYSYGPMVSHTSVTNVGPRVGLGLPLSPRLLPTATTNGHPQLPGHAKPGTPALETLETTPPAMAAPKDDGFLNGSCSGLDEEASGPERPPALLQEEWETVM
#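 HEK-293-derived GP2 cells expressing PTHR1 and a GloSensor cAMP reporter, 3,000/well, plated overnight, given luciferin plus IBMX (each 0.5 mM as added) for 1 h at 37 °C, then compound for 1 h at 37 °C. Luminescence was read after 15 min at room temperature.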
# PLK1 PBD block – blocks phosphopeptide binding to human PLK1 polo-box domain; 360,000 compounds, 2.8% hits; P53350; AID 720504; Potency, µM, without a hit: max response, negative = inhibition, usual class: inhibitors; Plk1 PBD binding of FITC phosphopeptide, fluorescence polarization; note: potency is the fitted concentration of half-maximal effect; series mostly up to about 57 µM; % is set by controls: 0 for no effect and ±100 for the full control effect; nearly all actives have a fitted effect of over 65% in size
# PI5P4K alpha inh – inhibitors of human PI5P4K alpha | P48426 | PI5P4Kalpha enzyme, ADP-Glo luminescence, 60 min; active compounds read low | max response, % | 330,000 compounds, 1.2% hits; active = max response of -50% or lower; inconclusive = between -30% and -50%; inactive = -30% or higher; note: value at the top dose of about 77 µM; % is set by controls: 0 for no effect and ±100 for the full control effect
# Target sequence (P48426 whole entry, looked up): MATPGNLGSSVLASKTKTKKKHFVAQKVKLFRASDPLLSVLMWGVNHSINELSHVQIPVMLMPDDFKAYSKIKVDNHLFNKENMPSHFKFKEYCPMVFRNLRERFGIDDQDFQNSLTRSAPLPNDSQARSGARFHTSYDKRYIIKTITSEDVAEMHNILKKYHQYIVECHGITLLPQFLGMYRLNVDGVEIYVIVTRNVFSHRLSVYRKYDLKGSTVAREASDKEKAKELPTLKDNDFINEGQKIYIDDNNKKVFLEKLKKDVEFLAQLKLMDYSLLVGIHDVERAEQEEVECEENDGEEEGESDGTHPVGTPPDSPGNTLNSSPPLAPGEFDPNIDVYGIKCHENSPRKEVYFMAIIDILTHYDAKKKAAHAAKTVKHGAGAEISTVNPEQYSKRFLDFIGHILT
#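 qHTS, 1536-well: enzyme/substrate mix, compound by pin tool, 5 microM ATP final; RT 60 min; ADP-Glo reagents 1 (45 min) then 2 (30 min); luminescence.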
# EPAC1 ag – activates human EPAC1 exchange factor; O95398; EPAC1 agonist qHTS, biochemical assay; response scale: 100% = response to 6.5 mM cAMP; Potency, µM (doses to about 154 µM), for the others: at the highest dose activation, most hits filed as activators; 360,000 compounds, 0.073% hits; AID 720707; note: potency is the fitted concentration of half-maximal effect; nearly all actives have a fitted effect of over 60% in size
#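 Fluorescent GDP-exchange assay: 100 nM EPAC1 with 250 nM Rap1B preloaded with BODIPY-GDP and 50 uM GDP; compounds tested as concentration series, 5 min at room temperature, then read every 5 min for 30 min (ex 480/em 540 nm); normalized to 6.5 mM cAMP.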
# HEK293 tox – cytotoxicity in counter-screen for GLP-1R inverse agonists. Potency, µM (top dose mostly 38.3 µM), for the others: at the highest dose activity change, negative = inhibition, hits mostly inhibitors. 410,000 compounds, 0.13% hits. AID 624418. HEK293 cAMP-luciferase reporter cells, luminescence, 24 h;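 note: loss of luciferase light is scored as toxicity; potency is the fitted concentration of half-maximal effect; % is set by controls: 0 for no effect and ±100 for the full control effect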
#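 Seeding density was 200 cells/uL; after overnight-length (12 h) culture, 23 nL compounds went on for 24 h at 37 °C. Readout used a luciferase detection reagent, luminescence taken after 12 min at room temperature.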
# GLP-1R agonist – agonists of human GLP-1 receptor; HEK293 GLP-1R CRE-luciferase, luminescence, 4-6 h; cells express a hypersensitive GLP-1R form; Potency, µM (doses to about 45.6 µM), inactives show at the top dose activation, usual class: activators; 380,000 compounds, 0.007% hits; AID 624172; note: potency is the fitted concentration of half-maximal effect; % of control where 0% means no effect
# An asterisk follows results filed as active; i = inactive; u = inconclusive; x = no result given; & = joins results of further samples; [ ] = another dose, or the depositor's remark. Unless noted, calls come from the whole dose curve; as a rule, active = well fitted curve in the direction sought with a large enough effect; inconclusive = small, poorly fitted or top-dose-only effect, or another doubt; inactive = no such curve, though single readings can be large; an effect the other way counts as inactive or inconclusive.
SMILES,GLP1R inv ag,EPAC1 antag,IL-2 act,PTHR1 ag,PLK1 PBD block,PI5P4K alpha inh,EPAC1 ag,HEK293 tox,GLP-1R agonist
COc1cc(SC)ccc1C(=O)NCCOc1ccccc1Cl,-26%,0%,1.6,-31%[inhibitor],-2%,x,23%,4%,u
Cc1ccc(NC(=O)NNC(=O)Cn2nc(-c3ccccc3)c(-c3ccccc3)c(C#N)c2=O)cc1,u,-11%,-0.9,-11%[57.5 µM],-1%,-9,-1%,u,-6%
O=C(CSc1nc2[nH]ncc2c(=O)n1-c1ccccc1Br)NCc1ccco1,57%[activator],2%,-1.5,i,-9%,x,7%,-5%,17%
O=C(N/N=C/C=C/c1ccco1)C(O)c1ccccc1 (stereo not drawn),0%,-13%,-2.1,-3%[57.5 µM],-25%,x,4%,5%,-4%
COc1ccc(NC(=O)Cn2cnc3sc(C)c(S(=O)(=O)N4CCN(C)CC4)c3c2=O)cc1OC,-3%&2%,0%,2.7,u,u,-12,-6%,0%&2%,9%
Cc1ccc(Nc2c(-c3ccc(N4CCOCC4)cc3)nc3ccc(Cl)cn23)cc1,1%,x,x,i,x,x,x,1%,-3%
COc1cc(C2/C(=C(\O)c3ccc4c(c3)CC(C)O4)C(=O)C(=O)N2CCCn2ccnc2)ccc1O (stereo not drawn),7%,u,-3.1,i,-11%,2,-3%,2%,14%
Cc1cccc(NC(=O)C2(c3ccccc3)CCOCC2)c1,-18%,-16%,0.5,i,2%,1,-2%,-1%,4%
Cn1nc(CC(=O)NCCN2C(=O)CSC2=O)c2ccccc2c1=O,5%,13%,-0.3,i,4%,-6,6%,2%,-1%
COc1cc2c(cc1OC)CN(S(=O)(=O)c1ccc3c(c1)OCCO3)CC2,0%,0%,3.3,-10%[57.5 µM],0%,0,10%,3%,12%
Cn1cc(Cl)c(C(=O)N/N=C/c2ccc(OS(=O)(=O)c3ccccc3)cc2)n1,u,6%,-0.5,-11%,1%,x,1%,u,4%
CC1(C)CC(=O)/C(=C(\O)Cc2ccccc2)C(=NCCCCCC(=O)O)C1,-3%,7%,-1.2,-18%,-5%,-3,4%,9%,-2%
COc1ccc(NC(=O)Nc2cccc3c2O[C@H](CN(C)S(=O)(=O)c2ccccc2)[C@@H](C)CN([C@H](C)CO)C3=O)cc1,3%,-3%,0.3,-8%,-1%,0,-14%,-5%,-2%
CN(CC(=O)Nc1cccc(F)c1)C(=O)c1ccc(N2CCCCC2)c([N+](=O)[O-])c1,u,-17%,-4.0,-41%[inhibitor],5%,0,0%,-6%,10%
CCC1(CC)Cc2ccccc2C(N)=C1C#N,u,-4%,0.0,-4%[57.5 µM],5%,0,3%,-10%,0%
C=CCN(CC=C)CCOc1ccc(C)cc1[N+](=O)[O-],-27%,-3%,2.9,i,-12%,1,3%,-22%,-4%
C=CCn1c(SCC(=O)NC(=O)Cc2ccccc2)nnc1-c1ccccc1F,5%,7%,1.2,i,4%,-1,14%,-2%,11%
CN(C)C(=O)NC(NC(=S)Nc1ccccc1)C(Cl)(Cl)Cl (stereo not drawn),4%,-9%,0.4,i,12µM*,-4,15%,-9%,0%
COc1cccc(OC)c1CC1SC(=O)NC1=O (stereo not drawn),2%,-4%,1.0,i,-5%,0,-1%,-1%,9%
COc1cc(CC(=O)N(C)CC(=O)Nc2cc(C)ccc2C)cc(OC)c1OC,0%,10%,-2.5,i,-5%,-6,-4%,-25%,9%
Cc1nc(C)c(C(=O)OCC(=O)Nc2ccc(C)c(C)c2)s1,2%,-20%,-4.1,-14%,-9%,2,2%,4%,13%
CCC(C)(C)n1nnnc1C(C(C)C)N1CCC(C(N)=O)CC1 (stereo not drawn),-16%,0%,-4.2,-7%,-2%,7,-2%,-5%,-15%
Cc1cccc(NC(=S)NCc2ccncc2)c1C,21%,-7%,0.8,i,-17%,0,6%,6%,-7%
CCCCC1(C)Nc2ccccc2-c2nc3ccccc3n21 (stereo not drawn),0%,-2%,-3.7,-31%[inhibitor],2%,x,2%,-21%,1%
O=C(CN1CCCC1)NCC12CC3CC(CC(C3)C1)C2,10%,18%,-1.4,i,-3%,x,-6%,2%,10%
# Next results
SMILES,GLP1R inv ag,EPAC1 antag,IL-2 act,PTHR1 ag,PLK1 PBD block,PI5P4K alpha inh,EPAC1 ag,HEK293 tox,GLP-1R agonist
Cc1ccc(-n2c(=O)c3sccc3n(Cc3cc(=O)n4cc(Cl)ccc4n3)c2=O)cc1F,46%[activator],-4%,-0.8,-5%,-4%,-8,-29%,0%,-1%
CC[C@@]1(C(=O)OC)N[C@H](CN(C)C(=O)c2ccccc2)[C@@H]2C(=O)N(Cc3ccccc3)C(=O)[C@@H]21,11%,5%,-0.2,i,-4%,3,-4%,-6%,2%
CCOc1ccc(C(=O)Nc2ccccc2C(=O)O)cc1,-30%[7.66 µM],2%,0.9,-38%[inhibitor],27µM*,-19,2%,-2%[7.66 µM],-5%
CCOC(=O)N1CCN(C2CCCN(C(=O)c3cccc(N(C)C)c3)C2)CC1 (stereo not drawn),9%,-1%,-1.5,-7%,-15%,4,7%,-5%,6%
O=C(CCCNC(=O)c1ccc(Cl)cc1)Nc1cccc(S(=O)(=O)N2CCCCC2)c1,u,-4%,2.0,-35%[inhibitor],0%,-3,1%,3%,7%
Cc1ccc(C(C(=O)NC2CCCC2)N(Cc2cccnc2)C(=O)c2snc(C(N)=O)c2N)o1 (stereo not drawn),0%,7%,-0.3,i,-9%,-1,7%,-12%,3%
COc1ccc(N=C2SC(CC(=O)Nc3ccc(F)cc3)C(=O)N2Cc2ccco2)cc1 (stereo not drawn),-23%,-2%,0.2,i,-3%,0,1%,-20%,-2%
CCOC(=O)N1CCc2c(sc(N)c2C#N)C1,6%,-8%,-0.3,8%,0%,u,12%,-16%,6%
COC(=O)CCC(=O)Nc1cccc(C(=O)Nc2cccc(Cl)c2)c1,13%,-6%,-1.8,i,0%,-4,-9%,-10%,3%
CC(=O)OCCCN1c2ccccc2Nc2nnc(-c3ccccc3)cc21,u,-7%,0.2,-36%[inhibitor],-1%,0,6%,-21%,-2%
O=C(NNC1=C(C(=O)C(F)(F)F)CCC1)c1ccc(Cl)cc1,0%,0%,-1.3,-24%[57.5 µM],-4%,x,2%,-25%,1%
Nc1ccc(Cc2nc3c(ccc4ccccc43)[nH]2)cc1,-10%,2%,1.9,-49%[inhibitor][57.5 µM],1%,x,8%,1%,-1%
COc1ccc(N2CCN(C(=O)C(=O)c3c(C)n(C)c4ccccc34)CC2)cc1,39%[activator],-19%,3.7,i,-2%,7,12%,-21%,25%
Cc1nc2ccccn2c1C(=O)/C=C/c1cccc([N+](=O)[O-])c1,-14%,-1%,-0.3,-31%[inhibitor],-12%,-1,17%,-7%,-4%
COc1ccc(NC(=O)N(CCc2ccccc2)Cc2cc3c(C)cc(C)cc3[nH]c2=O)cc1,0%,4%,-0.8,-2%,-5%,0,10%,u,4%
CCn1cc([N+](=O)[O-])c(C(=O)Nc2cc(C)on2)n1,18%,8%,-0.2,i,-4%,3,0%,-7%,10%
COc1cccc(OC)c1C(=O)Nc1sc2c(c1C(N)=O)CCCC2,-17%,14%,3.0,0%,-20%,-18,7%,u,12%
COc1ccc(NC(=O)c2cc(S(=O)(=O)N3CCCCC3)ccc2OC)cc1,8%,-9%,-0.8,i,-5%,-4,2%,1%,17%
CC(C)[C@H](NC(=O)C1(c2ccccc2)CCN(C(=O)OC(C)(C)C)CC1)C(=O)O,2%,u,-1.9,-2%[57.5 µM],-10%,x,2%,11%,8%
O=C(CN1C(=O)C2CC=C(Cl)CC2C1=O)N1CCOCC1 (stereo not drawn),7%,3%,0.8,i,-20%,3,-7%,5%,11%

# Grouped by structure, those above containing a Cl atom
SMILES,GLP1R inv ag,EPAC1 antag,IL-2 act,PTHR1 ag,PLK1 PBD block,PI5P4K alpha inh,EPAC1 ag,HEK293 tox,GLP-1R agonist
COc1cc(SC)ccc1C(=O)NCCOc1ccccc1Cl,-26%,0%,1.6,-31%[inhibitor],-2%,x,23%,4%,u
Cc1ccc(Nc2c(-c3ccc(N4CCOCC4)cc3)nc3ccc(Cl)cn23)cc1,1%,x,x,i,x,x,x,1%,-3%
Cn1cc(Cl)c(C(=O)N/N=C/c2ccc(OS(=O)(=O)c3ccccc3)cc2)n1,u,6%,-0.5,-11%,1%,x,1%,u,4%
CN(C)C(=O)NC(NC(=S)Nc1ccccc1)C(Cl)(Cl)Cl (stereo not drawn),4%,-9%,0.4,i,12µM*,-4,15%,-9%,0%
Cc1ccc(-n2c(=O)c3sccc3n(Cc3cc(=O)n4cc(Cl)ccc4n3)c2=O)cc1F,46%[activator],-4%,-0.8,-5%,-4%,-8,-29%,0%,-1%
O=C(CCCNC(=O)c1ccc(Cl)cc1)Nc1cccc(S(=O)(=O)N2CCCCC2)c1,u,-4%,2.0,-35%[inhibitor],0%,-3,1%,3%,7%
COC(=O)CCC(=O)Nc1cccc(C(=O)Nc2cccc(Cl)c2)c1,13%,-6%,-1.8,i,0%,-4,-9%,-10%,3%
O=C(NNC1=C(C(=O)C(F)(F)F)CCC1)c1ccc(Cl)cc1,0%,0%,-1.3,-24%[57.5 µM],-4%,x,2%,-25%,1%
O=C(CN1C(=O)C2CC=C(Cl)CC2C1=O)N1CCOCC1 (stereo not drawn),7%,3%,0.8,i,-20%,3,-7%,5%,11%

# A portion of the library; rates above refer to the full screens.
